Compound activity (PubChem BioAssay)
Glioma ERSR ind: ER stress response induction in glioma | 0.02% of 420,000 active | Potency, µM, inactives show at the top dose activation, usual class: activators | U87-MG GRP78 promoter luciferase reporter, 16 h; note: potency is the fitted concentration of half-maximal effect; series mostly up to about 76 µM; % of control where 0% means no effect; nearly all actives have a fitted effect of over 35% in size
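ERSR induction read as luciferase luminescence (Bright-Glo, 10 min at room temperature) in stably transfected human U87-MG glioma cells exposed to compounds for 16 h, using GRP78 as sensor.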
TrxR1 inh: rat TrxR1 inhibition. recombinant rTrxR1, NADPH fluorescence consumption, selenite substrate. Potency, µM (doses to about 114 µM), inactives show top-dose activity change, negative = inhibition, most hits filed as inhibitors. 1% of 390,000 active; note: potency is the fitted concentration of half-maximal effect; % is set by controls: 0 for no effect and ±100 for the full control effect; nearly all actives have a fitted effect of over 65% in size
Target sequence (O89049 whole entry, looked up): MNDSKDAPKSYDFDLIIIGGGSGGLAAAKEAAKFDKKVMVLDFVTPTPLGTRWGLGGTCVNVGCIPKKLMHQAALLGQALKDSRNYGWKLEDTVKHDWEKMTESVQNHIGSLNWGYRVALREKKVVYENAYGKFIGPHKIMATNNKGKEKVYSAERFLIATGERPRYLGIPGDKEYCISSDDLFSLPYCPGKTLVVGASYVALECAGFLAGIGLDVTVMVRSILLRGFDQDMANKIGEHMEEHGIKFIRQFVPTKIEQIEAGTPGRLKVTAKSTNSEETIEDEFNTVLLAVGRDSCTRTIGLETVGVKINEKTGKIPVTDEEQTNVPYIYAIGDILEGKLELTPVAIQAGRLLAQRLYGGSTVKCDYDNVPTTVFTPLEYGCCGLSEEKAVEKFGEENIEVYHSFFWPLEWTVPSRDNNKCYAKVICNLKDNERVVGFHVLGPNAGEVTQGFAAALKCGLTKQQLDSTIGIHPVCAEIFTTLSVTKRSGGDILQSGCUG
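Rat TrxR1 (90 nM in the dispensed reagent) was pre-reduced with 400 uM NADPH for 5 min at room temperature, then incubated with compound for 15 min. After 400 uM selenite was added, NADPH fluorescence (Ex 340/Em 450 nm) was followed for 8 min.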
Vif-A3F inh: Vif-A3F binding inhibition; 0.2% of 390,000 active; Potency, µM (series often up to 46.1 µM), without a hit: at the highest dose activity, negative = active; HeLa A3F-eYFP + Vif (tagged APOBEC3F with the HIV-1 protein that degrades it), YFP fluorescence increase; note: potency is the fitted concentration of half-maximal effect; % of control where 0% means no effect; nearly all actives have a fitted effect of over 65% in size
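HeLa cells stably expressing A3F-eYFP plus Vif, plated and incubated overnight at 37 deg C, then exposed to compounds overnight at 37 deg C. Blocked degradation read as raised yellow fluorescence (Ex 488/Em 500-530).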
IDH1 R132H inh: blocks human mutant IDH1 R132H enzyme; O75874; IDH1-R132H enzyme, NADPH consumption, diaphorase/resazurin fluorescence; Potency, µM (series often up to 76.6 µM), without a hit: at the top dose activity change, negative = inhibition, hits mostly inhibitors; 0.093% of 390,000 active; AID 602179; note: potency is the fitted concentration of half-maximal effect; % is set by controls: 0 for no effect and ±100 for the full control effect; nearly all actives have a fitted effect of over 65% in size
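IDH1-R132H (0.5 ug/mL dispensed) in pH 7.5 Tris buffer was preincubated 30 min with compound, then given a substrate mix of 0.016 mM NADPH and 2 mM alpha-KG for 80 min at room temperature; remaining NADPH was read by diaphorase/resazurin fluorescence.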
Vif-APOBEC3G blk: blocks the Vif interaction with human APOBEC3G | Q9HC16 | HeLa A3G-eYFP + Vif (tagged APOBEC3G with the HIV-1 protein that degrades it), YFP fluorescence, overnight | Potency, µM (titrated, usually from 46.1 µM), without a hit: top-dose activity, negative = active, most hits filed as inhibitors | 0.076% of 410,000 active;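 note: potency is the fitted concentration of half-maximal effect; % is set by controls: 0 for no effect and ±100 for the full control effect; nearly all actives have a fitted effect of over 60% in size; hits raise eYFP signal because A3G escapes Vif-driven loss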
Target sequence (Q9HC16 whole entry, looked up): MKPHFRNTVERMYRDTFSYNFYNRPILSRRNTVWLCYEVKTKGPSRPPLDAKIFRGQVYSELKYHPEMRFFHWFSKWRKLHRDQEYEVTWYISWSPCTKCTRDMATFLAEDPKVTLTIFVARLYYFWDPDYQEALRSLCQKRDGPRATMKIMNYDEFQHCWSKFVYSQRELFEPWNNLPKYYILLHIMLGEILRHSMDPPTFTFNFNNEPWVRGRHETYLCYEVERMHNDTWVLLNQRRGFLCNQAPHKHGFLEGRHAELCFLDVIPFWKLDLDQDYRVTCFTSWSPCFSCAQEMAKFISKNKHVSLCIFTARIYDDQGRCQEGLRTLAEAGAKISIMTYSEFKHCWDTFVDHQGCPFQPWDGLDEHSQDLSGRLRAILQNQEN
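Read-out is eYFP fluorescence (Ex 488/Em 500-530) from Vif-expressing HeLa A3G-eYFP cells; more signal means A3G escaped Vif-mediated degradation. Cells plated overnight, compound pinned in, incubated overnight at 37 deg C.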
RGS4 inh: inhibitors of human regulator of G protein signaling 4; Potency, µM (series often up to 114 µM), for the others: top-dose activity change, negative = inhibition, most hits filed as inhibitors; P49798; 0.039% of 390,000 active; Transcreener GDP fluorescence polarization, RGS4-accelerated GTP hydrolysis; note: potency is the fitted concentration of half-maximal effect; % is set by controls: 0 for no effect and ±100 for the full control effect; nearly all actives have a fitted effect of over 75% in size; some results filed as inactive show a strong effect at the top dose
Target sequence (P49798 whole entry, looked up): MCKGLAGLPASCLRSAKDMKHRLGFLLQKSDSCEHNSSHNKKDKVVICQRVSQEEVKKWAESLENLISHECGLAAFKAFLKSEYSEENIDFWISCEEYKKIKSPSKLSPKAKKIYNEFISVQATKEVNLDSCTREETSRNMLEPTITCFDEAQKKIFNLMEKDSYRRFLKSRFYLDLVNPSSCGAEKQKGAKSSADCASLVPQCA
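MLSMR compounds (23 nl, pin-transferred) preincubated 10 min at room temperature with a 500nM (2x) first reagent, then RGS4 at 900nM (2x) plus Transcreener GDP mix added; fluorescence polarization (620/688 nm) read before and after 90 min at 30 °C.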
USP1 inh: blocks the human USP1/UAF1 deubiquitinase complex. O94782. recombinant USP1/UAF1, Ub-Rhodamine cleavage fluorescence. Potency, µM (titrated, usually from 57.1 µM), inactives show top-dose activity change, negative = inhibition, hits mostly inhibitors. 0.23% of 390,000 active; note: potency is the fitted concentration of half-maximal effect; % is set by controls: 0 for no effect and ±100 for the full control effect; nearly all actives have a fitted effect of over 60% in size; inactives centre near -12
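1 nM enzyme complex + cpd, 15 min RT; start with Ub-Rho 150nM final; kinetic fluorescence ex 480/em 540, 6 reads q60 s. Buffer 50mM HEPES pH 7.8, 0.5mM EDTA, 0.1 mg/ml BSA, 1mM TCEP, 0.01% Tween-20.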
TrxR1 substrate: is turned over as a substrate by rat TrxR1. 0.01% of 390,000 active. purified TrxR1 substrate turnover, NADPH consumption readout. AID 588456. Potency, µM (series often up to 114 µM), without a hit: at the top dose activity change, negative = substrate turnover; note: potency is the fitted concentration of half-maximal effect; % is set by controls: 0 for no effect and ±100 for the full control effect; nearly all actives have a fitted effect of over 50% in size
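Rat TrxR1, dispensed at 90 nM, was prereduced with 400 uM NADPH (final) for 5 min at ~22 deg C, then incubated with compound 15 min before 400 uM selenite. A first-read NADPH fluorescence drop versus no-compound background flagged substrates.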
LDHA block: blocks human lactate dehydrogenase A; purified LDHA, NADH/diaphorase-resazurin fluorescence; hits give low values; activity change, % (values are at about 110 or 230 µM); P00338; 0.15% of 480,000 active; in the data active = activity change below about -30%; inconclusive = mostly about -25% to -30%;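 note: plate controls were DMSO wells for no effect and wells without enzyme for full effect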
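Human LDH5 at 2 nM final in Tris HCl pH 7.4 with 0.06 mM NADH and 0.2 mM pyruvate, reacted 5 minutes at room temperature. Remaining NADH coupled via diaphorase/resazurin; resorufin fluorescence read at 0 and 20 minutes, normalized to enzyme-free and DMSO wells.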
* hit, by the source's call; ? = inconclusive; / = not tested or not shown; [ ] = dose if it differs, or a comment. Unless noted, calls come from the whole dose curve; as a rule, active = well fitted curve in the direction sought with a large enough effect; inconclusive = small, poorly fitted or top-dose-only effect, or another doubt; inactive = no such curve, though single readings can be large; an effect the other way counts as inactive or inconclusive. An excerpt, so the mix of outcomes need not match the whole.

mol | Vif-A3F inh | TrxR1 inh | USP1 inh | IDH1 R132H inh | Glioma ERSR ind | TrxR1 substrate | Vif-APOBEC3G blk | RGS4 inh | LDHA block
CCC(=O)Nc1nc(C)cc(SCC(=O)OC)n1 | -9% | 22%[57.1 µM] | -24% | 8% | -4% | 2%[57.1 µM] | -1% | -22% | 1
CC1(C)CC2(CCO1)C(Nc1ccccc1)=NC(=S)N2CC(N)=O (stereo not drawn) | 1% | 19% | -17% | -5% | -4% | -1% | 1% | -7% | -11
CCOC(=O)c1c(S(=O)(=O)NCc2ccc(OC)cc2)c(C)n(C)c1C | -2% | 18% | -23% | 5% | -6% | 7% | 0% | -8% | -3
O=C(CSc1ncn(-c2ccccc2)n1)Nc1nccs1 | -10% | -2% | -22% | 2% | 0% | 1% | 2% | ? | 0
O=C(O)c1ccc(SCc2ccccc2)nc1 | 4% | 8%[57.1 µM] | -17% | 1% | -4% | 4%[57.1 µM] | -1% | -46% | -6
COc1ccc(N(CC(=O)Nc2cccc(C(C)=O)c2)S(=O)(=O)c2ccc(NC(C)=O)cc2)cc1 | 4% | 11% | -21% | -1% | -4% | -1% | -9% | -14% | 2
Cc1ccc(NC(=O)CN2CCCC2)cc1 | -2% | 10% | -8% | 1% | 1% | -2% | 3% | 22% | -5
N/C(=N\OC(=O)CCCc1ccccc1)c1ccc(Br)cc1 | -5% | -2% | -16% | 12% | 3% | -7% | -1% | 7% | -1
CC1CCN(C(=O)CSc2nc3[nH]ncc3c(=O)[nH]2)CC1 | -8% | 15%[57.1 µM] | -24% | 0% | -1% | -4%[57.1 µM] | -7% | -18% | 5
Cc1c(C(=O)NCc2ccc(Cl)cc2)sc2nc3n(c(=O)c12)CCC3 | -2% | 3% | -11% | 12% | -2% | -2% | 3% | 21% | -11
Cn1c(-c2nonc2N)nc2ccccc21 | -27% | 6% | -8% | 6% | 0% | -2%[2.29 µM] | 6% | -10% | 1
C[C@H](NC(=O)COc1ccc(Cl)cc1)C(=O)N1CCC2(CC1)NCCc1[nH]cnc12 | 0% | 9% | -21% | -12% | 2% | 6% | 8% | 9%[11.4 µM] | -3
COCCCNC(=O)Cn1cnc2sc(C)c(S(=O)(=O)N3CCC(C)CC3)c2c1=O | -9% | 18% | 7% | 0% | -2% | 5%[2.29 µM] | -2% | 1% | -6
COc1ccc(-c2noc(C3CCCN(C(=O)c4ccccc4)C3)n2)cc1 (stereo not drawn) | -1% | 23% | -24% | 16% | 6% | 5% | 4% | -18%[56.9 µM] | -2
Cc1ccc2nc(CN3CCN(C(=O)Nc4cccc(C)c4C)CC3)oc2c1 | 1% | 3%[57.1 µM] | -1% | -5% | 5% | 2%[57.1 µM] | 2% | 17% | 2
CC(=O)Nc1cccc(Oc2nc(-c3ccccn3)nc3ccccc23)c1 | -9% | 21%[57.1 µM] | ? | 1% | 3% | -10% | 0% | 3% | -9
O=C(NCc1ccccc1Cl)c1ccc(CSCc2ccccc2Cl)o1 | 3% | 12%[57.1 µM] | -16% | 2% | -2% | -1%[57.1 µM] | 2% | 11% | 1
CC(=O)c1ccc(OCC(=O)Nc2ccccc2N2CCCC2)cc1 | 2% | 23% | -30% | 0% | 5% | 3% | -10% | -7% | -3
COC(=O)c1sc2cccc(F)c2c1S(=O)(=O)NC(C)c1ccccc1 (stereo not drawn) | 0% | -2%[57.1 µM] | -34% | 16% | -3% | -5%[57.1 µM] | 0% | -25% | 2
O=c1[nH]cc(C(F)(F)F)cc1NS(=O)(=O)c1ccccc1[N+](=O)[O-] | 12% | 10%[57.1 µM] | -14% | 16% | -3% | 3%[57.1 µM] | 2% | -14% | -2
CO/N=C(/CS(=O)(=O)c1ccc(C)cc1)c1ccc(OC)cc1 | 3% | 4%[57.1 µM] | -24% | 3% | -3% | 8%[57.1 µM] | -18% | -2%[11.4 µM] | 5
O=C(CCCN1C(=O)/C(=C/c2cccs2)SC1=S)Nc1ccccc1O | 2% | 0%[57.1 µM] | -16% | -6% | -3% | 2%[57.1 µM] | -1% | -4% | -8
CC(=O)c1ccc(NC(=O)C(C)OC(=O)C2CCN(c3ccc(C(F)(F)F)cn3)CC2)cc1 (stereo not drawn) | -3% | -5% | -11% | 0% | -1% | -18% | 0% | -6% | -6
CCOC(=O)C1CCN(C(=O)c2ccccc2NS(=O)(=O)c2ccc(C)cc2)CC1 | -11% | 12% | -17% | 6% | -4% | -1% | -3% | -42% | -2
O=c1nc2ccccc2c(NS(=O)(=O)c2ccc(Cl)cc2)n1-c1ccccc1 | / | -1% | 1% | 8% | 3% | -3% | 3% | -34% | -4
COc1ccc(NC(=S)NNC(=O)c2ccccc2OC(F)F)cc1 | -1% | 2% | -4% | -3% | 0% | 6% | -14% | -9% | -5
Cc1ccc(NS(=O)(=O)c2ccc(NC(=O)N3CCCCC3)cc2)cc1 | -16% | -11% | -17% | 3% | -5% | -4% | 1% | -9% | -2
FC(F)(F)Oc1ccc(NC(=S)Nc2ccc(OC(F)(F)F)cc2)cc1 | 3% | 17% | -27% | 0% | -4% | -4% | 4% | -14% | -3
CC(=O)Cc1cc(O)c2ccccc2c1OC(=O)c1ccc(Br)cc1 | -22% | 22% | -24% | 2% | -2% | 3% | -13% | 1% | 8
COc1cc(CNC(=O)c2cnc(C)cn2)cc(OC)c1 | 1% | 10%[57.1 µM] | 4% | 4% | -4% | -3%[57.1 µM] | 3% | 7% | 0
COCCn1c(=S)[nH]c2cc(C(=O)N(CCO)Cc3ccccc3)ccc2c1=O | 2% | -1% | -17% | 1% | -5% | 1% | 5% | -36% | -2
COc1ccc(C(=O)/C=C(\C)NCc2ccc3c(c2)OCO3)cc1 | -4% | -18% | -17% | 4% | 2% | -18% | 4% | -22% | 5
C[C@@H]1CN([C@@H](C)CO)C(=O)CCCn2cc(nn2)CO[C@H]1CN(C)S(=O)(=O)c1cn(C)cn1 | -12% | / | -17% | -10% | -2% | / | 0% | / | 0
O=C(NCCc1ccc(F)cc1)c1cc(=O)c2ccccc2o1 | -1% | 3%[57.1 µM] | -6% | 8% | 7% | -1%[57.1 µM] | -1% | -12% | -7
COc1ccc(CNC(=O)Cc2c(C)c3c(cc(C)c4c(C)c(C)oc43)oc2=O)cc1 | -5% | 17% | -6% | 2% | ? | -2% | 4% | 8% | -1
O=C(Oc1ccc(Cl)cc1)c1ccc(COC(=O)c2cnccn2)cc1 | 2% | -9% | -5% | 0% | 2% | -3% | 5% | -19% | 0
O=C(NCCc1ccccc1)C1CCN(C(=O)NCc2ccccc2)CC1 | 1% | -4% | -7% | 4% | -1% | -1% | 0% | -17%[56.9 µM] | -4
COCCC(=O)N1CCC(Oc2ccc(C(=O)N3C[C@H]4CC[C@H]3C4)cc2)CC1 | 4% | -11% | -15% | -8% | -3% | -11% | 0% | -5% | -7
COc1ccccc1/C=c1\sc2nc(-c3ccco3)nn2c1=O | -9% | ? | -12% | 3% | -4% | 0% | 2% | -51% | 0
Cc1ccc(-c2nc3sccn3c2Nc2ccccc2C)cc1 | -10% | 2% | -8% | -4% | 0% | -5% | -11% | 12% | 2
COc1ccc(C(CC(=O)c2ccccc2)CC(=O)c2ccccc2)cc1OC | 8% | -5%[57.1 µM] | -23% | -11% | 0% | -6%[57.1 µM] | -5% | -14% | -5
CN1c2ccccc2-c2nc(SCC(=O)Nc3ccccc3)ncc2S1(=O)=O | -2% | 27%[57.1 µM] | 9% | -6% | 5% | 4%[57.1 µM] | -1% | -2% | -14
Cc1c(Cl)cccc1-n1ncc(C(=O)NCc2cccs2)c1C1CCN(C(=O)OC(C)(C)C)CC1 | 3% | 0% | -19% | 25% | -3% | -11% | 2% | -17% | -2
Nc1c(C(=O)NCc2ccc(Cl)cc2)sc2nc3c(c(C(F)(F)F)c12)CCC3 | -5% | 28% | ? | -2% | -3% | 3% | 0% | 6% | -2
O=C(NCCCc1ccccc1)C1CCN(S(=O)(=O)c2ccc(F)cc2)CC1 | -7% | 13% | -4% | -1% | 5% | 1% | -3% | -22% | -3
Cc1ccc(SCCC(=O)Nc2nccs2)cc1 | 0% | 12% | -21% | 0% | 0% | 2% | -3% | 4% | -5
N#Cc1ccccc1OCC(=O)Nc1nc(-c2ccccn2)cs1 | -8% | / | ? | -1% | 1% | / | -5% | / | 0
CNC(=O)c1ccsc1NC(=O)C1CCCN1S(=O)(=O)c1cccs1 (stereo not drawn) | -2% | -1%[57.1 µM] | -13% | 2% | -4% | -4%[57.1 µM] | 2% | -2% | -3
CN(C)CCN=Cc1c(O)n(-c2ccc(S(=O)(=O)N3CCOCC3)cc2)c(=O)c2ccccc12 | -21% | 18%[57.1 µM] | -4% | -6% | -2% | 2%[57.1 µM] | -1% | 20% | -3
CS(=O)(=O)N(CC(=O)N1CCOCC1)Cc1ccccc1 | -1% | 8% | -2% | 4% | 0% | 7% | 0% | 24% | -8
COC(=O)C(CC(=O)c1ccc(Br)cc1)n1ccnc1 (stereo not drawn) | / | -21%[0.0914 µM] | / | / | -11% | 0% | ? | / | -10
